High-throughput results from PubChem.
NR2F2 inh = blocks human COUP-TFII nuclear receptor; HEK293T NGFI-A luciferase reporter, luminescence; P24468; AID 686940; 370,000 tested, 0.7% active; inhibition, % at 8.6 µM;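 active means inhibition above a per-plate cutoff, mean inhibition of test wells between control levels plus 3 SD, cut at about 38% in these data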;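 further: cells cotransfected with COUP-TFII expression vector driving the NGFI-A reporter; 0% = median of COUP-TF2 test wells and 100% = reporter-only cells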
NR5A2 inv ag = inverse agonists of human LRH-1 (NR5A2) | O00482 | HEK293T StAR-luciferase reporter, LRH-1 transfected, 24 h | inhibition, % at 3.6 µM | 360,000 tested, 0.13% active | AID 602396;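 active means inhibition above the mean inhibition of all tested compounds plus 3 SD, cut at about 73% in these data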;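 further: 0% = DMSO wells and 100% = reporter-only cells lacking LRH-1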
LMP1 NFkB inh = inhibitors of Epstein-Barr LMP1-induced NF-kappaB reporter; LMP1-induced NF-kappaB luciferase reporter cells, luminescence; inhibition, % at 12.5 µM; 350,000 tested, 0.69% active; in the data active means inhibition above about 41%; inconclusive means no clear call, values can overlap the other calls;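 further: 0% = neutral control wells and 100% = reference inhibitor control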
CF NFkB block = blocks PAF-induced NF-kB reporter in cystic fibrosis cells | 360,000 tested, 0.86% active | inhibition, % at 5 µM | AID 588850 | KKLEB NF-kB-GFP reporter, GFP fluorescence overnight;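 active means at least 50% inhibition at 5 µM, scaled per plate between neutral and stimulator controls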;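 further: PAF is a Pseudomonas aeruginosa culture filtrate used as stimulus; plate controls were PAF-stimulated DMSO wells for no effect and unstimulated DMSO wells for full effect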
NCOA3 inh = inhibitors of human steroid receptor coactivator 3 (SRC3). HEK293 GAL4-SRC3 luciferase reporter, luminescence. inhibition, % at 3.6 µM. 360,000 tested, 0.17% active. AID 588352;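 active means inhibition above a per-campaign cutoff, the mean of all compounds plus 3 SD, cut at about 60% in these data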;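 further: 0% = DMSO-treated cells and 100% = gossypol-treated cells at 36 µM; higher means less SRC3-driven luciferase light from the GAL4 reporter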
KKLEB tox = CF airway cell cytotoxicity counter-screen. KKLEB CF airway cells viability, ATPlite luminescence, overnight; stronger effect = lower value; cells stimulated with P. aeruginosa culture filtrate. activity change (cytotoxicity), % at 5 µM. 360,000 tested, 0.36% active. AID 602141;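 active means corrected activity change at or below -50% at 5 µM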
C8 TRAIL sens = caspase-8 TRAIL sensitization; NB7+C8 cells + TRAIL, ATPlite viability luminescence; inhibition (viability loss, TRAIL sensitization), % at 10 µM; 360,000 tested, 1% active; AID 624354;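 active means compounds causing at least 50% loss of cell viability in the single-dose screen, relative to plate controls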
TWEAK Fn14 block = inhibitors of TWEAK-Fn14 interaction signaling; TWEAK-stimulated Fn14 reporter cells, luciferase luminescence, 8 h; 360,000 tested, 2% active; inhibition, % at 10 µM; AID 1159606; in the data active means inhibition above about 50%
SRC2 inh = inhibits human steroid receptor coactivator 2. Q15596. HEK293 GAL4-SRC2 luciferase reporter, luminescence. inhibition, % at 9 µM. 370,000 tested, 0.17% active;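 active means inhibition above the mean inhibition of all tested compounds plus 3 SD, set per campaign, cut at about 52% in these data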;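 further: 0% = DMSO treated cells and 100% = cells given Gossypol at 36 µM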
SRC1 inh = human NCOA1 inhibition; 360,000 tested, 0.12% active; Q15788; inhibition, % at 3.6 µM; HEK293 GAL4-SRC1 luciferase reporter, luminescence;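 active means inhibition above the campaign mean plus 3 SD, with each screening campaign given its own cutoff, cut at about 60% in these data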;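 further: 0% = DMSO treated cells and 100% = gossypol at 36 µM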
Target sequence (Q15788 whole entry, looked up, the tested form may be a part): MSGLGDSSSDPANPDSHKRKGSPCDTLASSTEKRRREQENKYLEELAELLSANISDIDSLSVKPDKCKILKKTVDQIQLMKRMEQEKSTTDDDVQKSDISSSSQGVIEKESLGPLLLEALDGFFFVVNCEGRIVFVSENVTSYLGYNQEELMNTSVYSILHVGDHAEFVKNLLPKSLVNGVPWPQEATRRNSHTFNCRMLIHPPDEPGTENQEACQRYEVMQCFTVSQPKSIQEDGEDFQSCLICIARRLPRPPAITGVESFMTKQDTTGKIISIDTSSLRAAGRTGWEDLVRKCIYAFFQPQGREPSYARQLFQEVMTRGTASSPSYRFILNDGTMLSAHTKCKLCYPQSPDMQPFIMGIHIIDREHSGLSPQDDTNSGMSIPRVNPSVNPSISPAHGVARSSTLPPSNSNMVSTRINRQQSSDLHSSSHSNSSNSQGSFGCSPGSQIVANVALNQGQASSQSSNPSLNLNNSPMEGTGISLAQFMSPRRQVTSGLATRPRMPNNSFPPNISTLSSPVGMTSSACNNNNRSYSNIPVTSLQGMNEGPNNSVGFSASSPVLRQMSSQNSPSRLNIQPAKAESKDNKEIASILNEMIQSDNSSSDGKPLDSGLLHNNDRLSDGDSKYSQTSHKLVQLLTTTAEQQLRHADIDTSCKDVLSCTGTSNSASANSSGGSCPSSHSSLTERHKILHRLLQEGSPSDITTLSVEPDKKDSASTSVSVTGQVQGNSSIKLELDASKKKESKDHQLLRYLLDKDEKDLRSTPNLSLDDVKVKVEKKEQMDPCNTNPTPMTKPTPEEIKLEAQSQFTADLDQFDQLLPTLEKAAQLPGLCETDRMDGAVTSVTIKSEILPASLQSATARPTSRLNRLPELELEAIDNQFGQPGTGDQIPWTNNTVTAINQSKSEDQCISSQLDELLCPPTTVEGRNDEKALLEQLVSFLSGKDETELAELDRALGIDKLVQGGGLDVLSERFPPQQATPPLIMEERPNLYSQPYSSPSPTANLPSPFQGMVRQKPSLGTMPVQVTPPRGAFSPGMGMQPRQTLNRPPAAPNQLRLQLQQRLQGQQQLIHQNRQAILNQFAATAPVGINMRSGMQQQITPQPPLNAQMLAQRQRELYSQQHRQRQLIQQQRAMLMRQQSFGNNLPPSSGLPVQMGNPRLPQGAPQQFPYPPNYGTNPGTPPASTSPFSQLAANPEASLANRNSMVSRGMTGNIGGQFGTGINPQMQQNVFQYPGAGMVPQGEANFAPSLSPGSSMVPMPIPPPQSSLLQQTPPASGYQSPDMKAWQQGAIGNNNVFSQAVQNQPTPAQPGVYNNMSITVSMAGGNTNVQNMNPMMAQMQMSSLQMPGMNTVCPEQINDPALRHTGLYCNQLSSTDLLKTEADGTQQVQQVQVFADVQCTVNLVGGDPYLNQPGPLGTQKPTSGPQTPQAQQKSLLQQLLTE
TROY signal inh = TROY signaling inhibition; Q293 LMP1-TROYcd NF-kB luciferase reporter, 4 h; inhibition, % at 10 µM; 360,000 tested, 0.98% active; AID 1347056;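 active means compounds whose plate-normalised and pattern-corrected inhibition of the luciferase reporter signal at the single screening dose is 50% or more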
Numbers without * were called inactive; u = inconclusive; x = not tested or not shown.

Each structure is followed by: NR2F2 inh, NR5A2 inv ag, LMP1 NFkB inh, CF NFkB block, NCOA3 inh, KKLEB tox, C8 TRAIL sens, TWEAK Fn14 block, SRC2 inh, SRC1 inh, TROY signal inh
- COc1ccc(-c2ccc(OC)c([C@H]3[C@@H]4C=CCC[C@@]4(C)C(=O)N3Cc3ccccc3)c2)cc1OC
  -17, 23, 6, 38, -19, -12, 7, 4, 17, 0, 11
- COc1ccc(S(N)(=O)=O)cc1C(=O)OCC(=O)Nc1sccc1C#N
  -3, 12, -4, 8, -6, 3, -2, 11, -52, -8, 8
- COC(=O)c1c(CSc2cccc(C)c2)noc1C(=O)NCc1ccco1
  7, 6, 4, 4, 11, -9, -12, -1, 6, -29, -7
- Cc1cc(-c2ccc([N+](=O)[O-])cc2)nc2ccccc12
  -9, -6, -8, -52, -37, -8, 14, -26, -28, -24, 3
- COc1cc(C(=O)N/N=C/c2cn(Cc3cccc(F)c3)c3ccccc23)ccc1O
  14, 9, 0, -8, 11, 3, 24, -15, 9, -3, 18
- CC1=C(C(=O)OCc2ccccc2)C(c2ccc(C)o2)C2=C(CCCC2=O)N1 (stereo unspecified)
  -2, -14, 1, 11, 9, -2, 1, -9, -5, -1, -15
- CCCCNC(=O)C1(C)CCN1C(=O)c1ccc2ccccc2n1 (stereo unspecified)
  10, 9, x, -13, 6, 8, -15, 14, 5, -9, -13
- COC(=O)c1ccc2c(=O)n(Cc3ccc(C(=O)NCCCN4CCOCC4)cc3)c(=S)[nH]c2c1
  2, -11, -4, -10, -11, 9, 9, -33, -21, 5, -4
- CC(C)c1ccccc1NC(=O)c1ccccc1NC(=O)C1CCCCC1
  14, -2, 4, 8, 17, -2, 5, -12, 19, -5, 10
- CCN(CC)S(=O)(=O)c1ccc(NC(=O)C(OC)c2ccccc2)cc1 (stereo unspecified)
  -14, -1, -7, -15, 8, -6, -7, 5, 19, -12, -11
- CCN1C(=O)[C@@H]2[C@@H](c3ccc(-c4cccc(Cl)c4)cc3)N3CCC[C@@]3(C(=O)OC)[C@@H]2C1=O
  25, 1, 7, 10, -21, -6, 11, -18, 14, 1, -32
- CC(=O)Nc1nnc(-c2ccco2)o1
  -9, -5, 0, -5, 3, 2, -1, 0, 3, 1, -4
- COc1cccc(NC(=O)Cn2c(=O)n(-c3cc(OC)c(OC)c(OC)c3)c(=O)c3ccccc32)c1
  -2, -17, -25, -15, -10, 16, 4, 18, 9, -14, -4
- COc1cccc(C(=O)Nc2nnc(S(=O)(=O)Nc3cccc(C)c3)s2)c1
  2, -12, -1, 8, -12, -21, 2, -10, -1, -29, 0
- CC1(C)CC(=O)c2sc(NS(=O)(=O)c3cc(Cl)ccc3Cl)nc2C1
  10, -16, -9, 8, 4, 2, -8, 41, 5, -12, 2
- Cc1nc(S/C(=C/c2ccc(-c3cc(Cl)ccc3C)o2)C(=O)O)n[nH]1
  -12, -5, 6, -22, 12, -12, -10, 8, -12, 18, 1
- NC(CCc1ccccc1)c1csc(NC(=O)Nc2ccccc2Oc2ccccc2)n1 (stereo unspecified)
  11, -11, x, 4, -21, -18, 87*, -31, 0, 4, -5
- O=C(COC(=O)/C=C/c1cccc(C(F)(F)F)c1)Nc1cccc2ccccc12
  -4, 4, 2, -2, 0, -12, -4, -14, -5, 18, 5
- COc1ccc(C2Nc3ccccc3C(=O)N2c2ccccc2)cc1Cn1cc([N+](=O)[O-])cn1 (stereo unspecified)
  -9, -37, 12, 3, 10, -1, -5, -21, -19, -11, -31
- COc1ccc2c(c1)c(=O)c(Br)c(C)n2Cc1ccccc1
  6, -18, 7, 1, 22, -7, 0, -15, 2, -2, -14
- O=C(NC1CCCCC1)C12CC3CC(CC(Cl)(C3)C1)C2
  -5, -23, -3, 6, -4, -8, 2, 10, 17, 0, -8
- Cc1cc(C)n(CCCN2C(=O)c3cccc4cccc(c34)C2=O)n1
  -10, -6, 4, -11, -1, 4, -9, -23, -21, -5, 0
- COc1ccc(S(=O)(=O)NCCCCCC(=O)NCCCN2CCOCC2)cc1
  x, 6, -10, 12, 13, 5, -1, 4, x, 6, -1
- COc1cc(C(C)=O)ccc1OC(=O)N1CCOCC1
  3, 10, -3, 10, 0, 5, -22, -2, 13, -3, -14
- CCOC(=O)CCCn1ncn2c(cc3occc32)c1=O
  -13, -44, -20, -15, -31, 7, 2, -18, -10, -37, -9
- CCC1(c2ccc(F)cc2)NC(=O)N(CC(=O)NC2CCCC(C)C2C)C1=O (stereo unspecified)
  -10, -2, 21, -10, 1, 9, -8, 10, -10, 9, -1
- COc1ccc(-n2c(COc3cccc(C)c3)n[nH]c2=S)cc1
  19, 15, 1, -15, 6, 10, 24, -5, -8, 2, -4
- CCCCOC(=O)N1CCOCCOCCOCC1
  -2, 12, 2, 7, 6, 3, -13, 21, 10, 8, -2
- Nc1[nH]nc2c1NN(c1ccc(Cl)cc1Cl)N2
  1, 1, -4, -11, 28, 10, -2, 8, -10, 1, -19
- Cc1nc([N+](=O)[O-])cn1CC(=O)NCCCO
  6, 3, 6, 2, -8, 9, -5, 12, -21, 7, 0
- CC(C)N(C(=O)COC(=O)Cn1cnc2ccccc21)c1ccccc1
  -26, 10, -2, -18, 5, 8, -13, -19, 1, -20, -1
- CC(=O)N1CCC[C@H]1C(=O)O
  13, -7, -9, -2, 2, -2, -2, -2, 4, -2, 10
- Oc1ccccc1-n1nc2ccc3nonc3c2n1
  3, 7, 1, -25, 8, 15, 12, -23, -49, -10, -27
- Cc1ccc(-n2c(C)cn(C(=O)c3ccccc3)c2=S)cc1
  1, 13, -8, -24, -11, -2, 15, -33, -6, -3, -64
- COc1cccc(NC(=O)C(C)NS(=O)(=O)c2ccc(Br)cc2)c1 (stereo unspecified)
  23, 14, -1, 8, 18, -3, 13, 10, 4, 7, -4
- CC1=CC(C)[C@@H]2COC(c3ccc(O)cc3)[C@H]1C2C (stereo partly specified)
  20, -4, 2, -4, -2, 0, 33, -16, -25, -8, 3
- CCOC(=O)C(O)C1CCc2c([nH]c3ccc(C)cc23)C1=O (stereo unspecified)
  -4, -10, -3, -4, -4, 5, -2, 3, -45, -12, -11
- CCc1nnc(NS(=O)(=O)c2ccc(NC(=S)NC(=O)c3ccc(OC)c(OC)c3)cc2)s1
  12, -3, -2, -13, -5, -8, -5, -4, -24, -9, 0
- COc1ccc(CN2CCCC(N3CCc4ccccc4C3)C2)c(O)c1 (stereo unspecified)
  8, 11, -12, -8, 8, 12, -6, 2, 1, -20, 1
- COc1ccc(O)c(C2=Nc3ccccc3N=C(c3ccccc3)C2)c1
  -17, -130, -4, -9, -50, 8, 15, 31, -50, -129, -39

Ordered by heavy-atom count (descending): eleven of the compounds above
Each structure is followed by: NR2F2 inh, NR5A2 inv ag, LMP1 NFkB inh, CF NFkB block, NCOA3 inh, KKLEB tox, C8 TRAIL sens, TWEAK Fn14 block, SRC2 inh, SRC1 inh, TROY signal inh
- COc1ccc(-c2ccc(OC)c([C@H]3[C@@H]4C=CCC[C@@]4(C)C(=O)N3Cc3ccccc3)c2)cc1OC
  -17, 23, 6, 38, -19, -12, 7, 4, 17, 0, 11
- COC(=O)c1ccc2c(=O)n(Cc3ccc(C(=O)NCCCN4CCOCC4)cc3)c(=S)[nH]c2c1
  2, -11, -4, -10, -11, 9, 9, -33, -21, 5, -4
- COc1ccc(C2Nc3ccccc3C(=O)N2c2ccccc2)cc1Cn1cc([N+](=O)[O-])cn1 (stereo unspecified)
  -9, -37, 12, 3, 10, -1, -5, -21, -19, -11, -31
- CCN1C(=O)[C@@H]2[C@@H](c3ccc(-c4cccc(Cl)c4)cc3)N3CCC[C@@]3(C(=O)OC)[C@@H]2C1=O
  25, 1, 7, 10, -21, -6, 11, -18, 14, 1, -32
- CCC1(c2ccc(F)cc2)NC(=O)N(CC(=O)NC2CCCC(C)C2C)C1=O (stereo unspecified)
  -10, -2, 21, -10, 1, 9, -8, 10, -10, 9, -1
- COC(=O)c1c(CSc2cccc(C)c2)noc1C(=O)NCc1ccco1
  7, 6, 4, 4, 11, -9, -12, -1, 6, -29, -7
- COc1cccc(NC(=O)C(C)NS(=O)(=O)c2ccc(Br)cc2)c1 (stereo unspecified)
  23, 14, -1, 8, 18, -3, 13, 10, 4, 7, -4
- Cc1ccc(-n2c(C)cn(C(=O)c3ccccc3)c2=S)cc1
  1, 13, -8, -24, -11, -2, 15, -33, -6, -3, -64
- CCOC(=O)CCCn1ncn2c(cc3occc32)c1=O
  -13, -44, -20, -15, -31, 7, 2, -18, -10, -37, -9
- Cc1cc(-c2ccc([N+](=O)[O-])cc2)nc2ccccc12
  -9, -6, -8, -52, -37, -8, 14, -26, -28, -24, 3
- CC(=O)Nc1nnc(-c2ccco2)o1
  -9, -5, 0, -5, 3, 2, -1, 0, 3, 1, -4

Further entries
Each structure is followed by: NR2F2 inh, NR5A2 inv ag, LMP1 NFkB inh, CF NFkB block, NCOA3 inh, KKLEB tox, C8 TRAIL sens, TWEAK Fn14 block, SRC2 inh, SRC1 inh, TROY signal inh
- CCOc1ccc(-c2nc3scc(-c4cccs4)c3c(=O)[nH]2)cc1
  6, -15, -10, -30, -33, -11, 4, -40, 7, -6, -33
- COC(=O)CN(c1cc(Cl)ccc1OC)S(=O)(=O)c1ccc(C)cc1
  -1, 8, -12, 1, 12, -8, 14, -4, -4, -5, 19
- Cc1c(Br)cccc1NC(=O)c1sccc1-n1cccc1
  9, -2, -5, -4, -4, -2, 6, 2, 8, 6, -27
- CCOc1cc(C(=O)OC(C)C(=O)Nc2ccc(NC(C)=O)cc2)ccc1OCC(=O)N1CCCCC1 (stereo unspecified)
  -16, -4, 2, -16, 23, 3, -5, 1, -8, -7, 10
- Cc1ccc(NC(=O)CC(C(=O)O)c2ccccc2)cc1 (stereo unspecified)
  0, 3, 3, 0, 24, 10, 1, 2, -13, -47, 1
- C/C(=N/OC(=O)c1c(-c2ccccc2Cl)noc1C)c1cnccn1
  -12, -2, -3, -7, 8, -2, -2, -7, 3, 1, 17
- Cc1ccc(CNC(=O)Nc2ccc(F)cc2)n1C
  -15, -18, -6, -2, -18, -1, 12, 28, -31, -37, 14
- CCOc1ccc(S(=O)(=O)n2cc(F)c(=O)[nH]c2=O)cc1[N+](=O)[O-]
  -18, 3, -1, -6, 6, -3, -2, -5, 19, 8, 10
- Cc1oc(/C=N/NC(=O)CN(c2ccccc2Br)S(C)(=O)=O)cc1Br
  6, 11, 6, 4, 2, 10, -1, -12, 1, -1, x
- Cc1ccc(-c2cccc(NC(=O)C3C4C=CC(C4)C3C(=O)O)c2)o1 (stereo unspecified)
  -22, -21, -9, 3, -8, 7, -13, -6, -4, 0, -13
- COc1cccc(OCCCOc2ccc([N+](=O)[O-])cc2Cl)c1
  6, -6, u, -4, 8, 4, 1, -25, -14, -23, -56
- CC(=O)Nc1cccc(-c2csc(C(C)(NC(C)=O)c3ccccc3)n2)c1 (stereo unspecified)
  -6, 9, x, -28, 10, 18, -6, 6, -15, 2, 4
- COc1ccc(CCNC(=O)c2coc3ccccc3c2=O)cc1OC
  4, 13, 6, 20, -8, -9, -20, -17, -35, 5, -20
- CCC(C)NC(=O)c1ccccc1NC(=O)CN(c1ccc(OC)cc1)S(C)(=O)=O (stereo unspecified)
  15, -2, -8, -2, -5, 23, -8, -5, -10, -3, 12

An unsorted share of the library. Share with any hit: about 4.2%.
